b-catenin transl: modulators of beta-catenin nuclear translocation. HeLa beta-catenin nuclear translocation, immunofluorescence imaging. nuclear translocation activity, % at 5 µM. hit rate 0.3% among 190,000. AID 1665;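 active = nuclear translocation activity above 50% at 5 µM, with a well cell count of 50 or more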;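 note: per-cell ratio of nuclear to cytoplasmic median beta-catenin stain intensity; plate controls were DMSO negative control for no effect and GSK-3 inhibitor IX positive control for full effect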
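System: Human HeLa cells, endogenous beta-catenin | Compound dosing: 5 µM primary, 0.02–20 µM confirmation | Timing: 24 h compound exposure at 37°C, 5% CO2 | Measured by: Fluorescence imaging of beta-catenin antibody stain plus DAPI | Read-out basis: % activation of per-cell nuclear versus cytoplasmic median beta-catenin signal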
PMI inhibition: human PMI inhibitors, high substrate, primary screen, biochemical, fluorescence intensity, high mannose 6-phosphate (AID 1220). recombinant PMI enzyme, coupled fluorescence intensity; higher % means a stronger effect. one-dose inhibition, % at 20 µM; IC50 in µM for titrated hits. hit rate 0.66% among 190,000
Ins promoter up: MIN6 insulin promoter up-regulation; MIN6 insulin promoter-GFP reporter, high-content imaging; active compounds read high; hit rate 0.3% among 190,000; z-score at 5 µM; AID 1625;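 active = z-score above 3 at 5 µM with at least 500 cells counted in the well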
human PMI inhibition: inhibitors of human PMI, primary screen, biochemical, fluorescence intensity, coupled assay (AID 1209); purified PMI enzyme, coupled fluorescence intensity; higher % means a stronger effect; inhibition, % at 20 µM; hits with a dose series show IC50 in µM; hit rate 0.42% among 190,000;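 note: plate controls were DMSO vehicle for no effect and wells lacking substrate for full effect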
Autophagy HCS: alters autophagy in cells. MEF GFP-LC3 puncta imaging; test concentration mostly 10 µM. calls only at 10 µM (by protocol). hit rate 0.98% among 190,000;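 active = percentage of spot-positive cells more than 3 SD above its plate mean, without a fluorescence outlier flag or 80% toxicity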;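 note: spot-positive cell cutoff set from DMSO-treated cells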
Yfh1-off respiration: mitochondrial function rescue without frataxin homolog – Friedreich's ataxia, plus single-dose screen, dose response (AID 1465) | S. cerevisiae Yfh1-off respiration, WST-1 reduction, 72 h; higher fold induction means a stronger effect | fold induction at 50 µM; hits with a dose series show EC50 in µM | hit rate 0.074% among 220,000;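 active = fold induction of absorbance versus untreated yeast above a set limit, then at least 30% activation at any dose in follow-up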;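 note: activators that raise dye reduction in frataxin-depleted yeast; strong numbers were not always called active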
Dynein cargo inh: dynein cargo transport inhibition; z-score, hits read low; 3617.4 mouse cells, GR-EGFP nuclear translocation imaging; test concentration mostly 20 µM; stimulated with dexamethasone, 1 µM; active compounds read low; hit rate 0.47% among 220,000; AID 1381;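 active = plate z-score of nuclear minus cytoplasmic receptor signal below a set negative limit, without overly bright fluorescence or cell loss, cut at about -3.5 in these data, passing the limit was not always enough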;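 note: z-score of nuclear minus cytoplasmic ring GR-EGFP intensity difference per well; some compounds called inactive have numbers as strong as hits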
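Medium: Induction medium lacking tetracycline, stripped serum | Probe or stimulus: 1.0 µM final dexamethasone stimulus | Schedule: 48 h induction, then 1 h compound, then 30 min agonist, 37 °C | Signal: Automated 10x imaging of fixed Hoechst-stained cells | Evaluation: Per-cell GR-EGFP intensity, nucleus versus surrounding cytoplasmic ring, well-averaged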
WT yeast gro inh: growth inhibition of WT yeast, mitochondrial fusion screen | AID 1362 | mitochondrial fusion phenotypic screen, WT strain | hit rate 2.1% among 190,000 | inhibition, % at 10 µM; in the data active = inhibition above about 58%; tested in S. cerevisiae
MT stabilizer: microtubule stabilization, imaging screen; HeLa tubulin immunostaining HCS, 24 h; share of cells brighter than vehicle mean+2SD; % tubulin-high responders, % at 10 µM; hit rate 0.83% among 200,000; AID 2205;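 active = plate Z-score above 3 for both tubulin-high and condensed-nucleus cell shares, with cell loss under 80%, at 10 µM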;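 note: anti alpha tubulin signal scored within the nucleus-defined area of each cell; some results filed as inactive read as strong as hits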
WT yeast gro inh mutant strain: second read-out of WT yeast gro inh, no call of its own (marks repeat the call); inhibition, %; mitochondrial fusion phenotypic screen, mutant strain inhibition
Dynein cargo inh cytoplasmic EGFP: recorded beside Dynein cargo inh, whose call it bears; z-score; measured here: cytoplasmic GR-EGFP intensity; active compounds read high
Dynein cargo inh nuclear GR-EGFP: second read-out of Dynein cargo inh, no call of its own (marks repeat the call); z-score; measured here: nuclear GR-EGFP intensity;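 lower value marks the stronger effect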
Dynein cargo inh cell count: also measured in Dynein cargo inh; calls as there; z-score; measured here: cell count per field
Ins promoter up cell count: also measured in Ins promoter up; calls as there; cell count; measured here: cytotoxicity, nuclei count;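 total cells summed across four imaged fields per well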
b-catenin transl cell count 5 µM: second read-out of b-catenin transl, no call of its own (marks repeat the call); cell count; measured here: cell count, cytotoxicity flag
MT stabilizer Hoechst-high %: recorded beside MT stabilizer, whose call it bears; % Hoechst-high responders; measured here: nuclear condensation Hoechst responders;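 share of cells brighter than vehicle mean plus two SD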
MT stabilizer cytotoxicity %: second read-out of MT stabilizer, no call of its own (marks repeat the call); toxicity, %; measured here: cytotoxicity by cell density;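 0% = mean cell density of plate MIN control wells and 100% = no cells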
Autophagy HCS cell loss 18 h: further read-out of Autophagy HCS, marked with its call; toxicity, %; measured here: cell loss, nuclei count;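 cell loss after 18 h compound exposure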
* = called active by the depositor; i = inactive; / = no result given; + = active, no number. Cut-off read from the data, not from the text of the source, unless noted: active = inhibition above about 50%; inactive = the rest.

SMILES	b-catenin transl	b-catenin transl cell count 5 µM	PMI inhibition	Ins promoter up	Ins promoter up cell count	human PMI inhibition	Autophagy HCS	Autophagy HCS cell loss 18 h	Yfh1-off respiration	Dynein cargo inh	Dynein cargo inh cytoplasmic EGFP	Dynein cargo inh nuclear GR-EGFP	Dynein cargo inh cell count	WT yeast gro inh	WT yeast gro inh mutant strain	MT stabilizer	MT stabilizer Hoechst-high %	MT stabilizer cytotoxicity %
CCCOC(=O)CCCCCCCCC(O)CN1CCCCC1 (stereo unspecified)	1.8	1124	-3%	1.5	1164	-6%	i	-10	i	-0.23	-0.23	-0.49	1.2	12	15	3.2	2.4	4.0
O=c1[nH]c2ccc(S(=O)(=O)NCc3ccccn3)cc2s1	-2.4	1094	-8%	0.5	1103	0%	i	15	i	-1.3	-0.24	-0.52	1.1	8	-4	5.3	1.4	6.1
CC(C)[C@H](NC(=O)c1ccccc1)C(=O)OCC(=O)N1CCCc2ccccc21	/	/	4%	-0.8	1056	-2%	i	-3	i	-0.34	0.93	-0.23	0.23	-2	-16	2.0	4.3	10.0
Cc1cccc(NC(=O)CC23CC4CC(C2)CC(n2nnc(C)n2)(C4)C3)c1	0.0	907	11%	0.67	1304	20%	i	1	i	-0.61	0.54	-0.44	0.35	-9	4	2.4	2.8	9.4
CCn1c(=S)[nH]c2scc(-c3cccs3)c2c1=O	-1.7	974	2%	-0.31	1372	-10%	i	-6	i	1.8	-0.19	0.91	0.1	25	-13	3.3	2.2	5.1
O=C(NCc1ccc(Cl)cc1)c1ccc(OCC2CCCO2)cc1 (stereo unspecified)	-4.3	572	-7%	0.26	1493	-8%	i	-5	i	0.064	-0.12	0.2	0.17	-13	-10	2.2	1.7	1.4
CCOC(=O)N1CCN(C(=O)c2ccc3c(=O)n(-c4ccccc4F)c(=S)[nH]c3c2)CC1	-1.2	1110	10%	-0.38	1341	11%	i	-36	i	1.1	-0.24	0.72	-1.1	2	6	2.1	1.0	2.0
CC(Oc1ccc(Cl)cc1)c1ccnn1S(=O)(=O)c1ccccc1 (stereo unspecified)	-1.5	1417	9%	0.13	1388	15%	i	5	i	-0.44	-0.19	-0.3	0.42	12	-6	1.1	1.1	4.0
CS(=O)(=O)N(CC(=O)N1CCCC1)c1cc(C(F)(F)F)ccc1Cl	0.0	1566	1%	/	/	-2%	i	3	i	2	0.66	1.2	-1.4	11	-12	1.7	0.9	5.9
O=C(/C=C/c1ccc(Cl)cc1)Nn1c(-c2cccs2)nc2ccccc2c1=O	-0.6	1124	-3%	-0.31	1497	12%	i	6	i	-0.1	-0.22	-0.016	0.27	7	18	2.8	2.1	8.2
O=C(Nc1ccc(Br)cc1Cl)c1cnccn1	8.1	1021	12%	-0.03	1181	12%	i	6	i	-1.1	-0.22	-0.26	0.53	5	4	3.8	1.5	7.4
COCCn1c(C)cc(C(=O)COC(=O)c2ccc([N+](=O)[O-])o2)c1C	0.7	1121	12%	-0.08	1185	-12%	i	-18	i	1.1	-0.28	0.79	-0.71	34	38	4.7	3.8	10
O=C(CSc1nnc(SCc2ccc(Cl)cc2)s1)c1ccc2c(c1)OCO2	3.1	594	-1%	-0.05	1432	-1%	i	-8	i	-0.99	-0.27	-0.78	0.93	19	-10	4.8	3.7	4.3
COc1ccc(/C=N/N2CCN(C3c4ccccc4-c4ccccc43)CC2)cc1O	2.1	913	14%	-0.13	1240	12%	i	-1	i	-0.33	0.21	0.028	-0.028	7	-4	2.7	1.7	11
CCOc1cc(C2CC(=O)c3c(ccc4ccccc34)N2)ccc1O (stereo unspecified)	-3.0	1505	18%	0.18	1529	13%	i	-15	i	-0.77	-0.047	0.32	0.18	14	-12	3.6	1.9	4.2
O=C(CSc1ccc2nnc(CCNC(=O)c3ccccc3)n2n1)Nc1ccccc1	1.3	1013	2%	/	/	-2%	i	1	i	0.36	-0.31	0.68	0.24	4	11	2.7	3.1	9.0
Cc1noc(C)c1CN(C(=S)NC1CC1)c1ccccc1	-1.3	1161	6%	-0.35	1446	3%	i	-10	i	1.7	-0.25	1.3	-0.96	-7	-17	2.8	3.9	9.0
CCCOc1ccc(C(=O)NC(C)C(=O)O)cc1 (stereo unspecified)	-0.1	1103	-12%	/	/	-11%	i	-3	i	-0.59	-0.24	-0.18	0.49	-3	-18	2.1	2.2	5.0
Cc1cccc(C)c1Nc1nnc(SC(C)C(=O)Nc2c(C)n(C)n(-c3ccccc3)c2=O)s1 (stereo unspecified)	-1.3	579	0%	0.69	1315	-2%	i	2	i	-0.2	-0.23	0.55	-0.1	-17	-8	2.8	2.2	6.2
Cc1ccc(C)c(-n2c(SCC(=O)Nc3nnc(C)s3)nnc2-c2ccoc2C)c1	-6.6	1085	4%	0.15	1220	5%	i	-3	i	-1.2	-0.094	-0.6	0.17	10	36	3.3	1.7	3.6
COc1ccc2[nH]c(=O)c(CN(Cc3ccccc3OC)Cc3nnnn3CC3CCCO3)cc2c1 (stereo unspecified)	0.3	838	-1%	-1.1	1092	-9%	i	4	i	-0.51	-0.19	-0.14	0.39	-7	3	3.4	2.4	8.1
Cc1ccc(NC(=O)c2sc(Cl)nc2-c2ccccc2)cc1C	-2.6	1156	-2%	-0.84	942	2%	i	-5	i	-0.62	-0.21	-0.031	0.36	1	2	2.0	1.3	5.0
COc1ccc(S(=O)(=O)Cc2ccc(C(=O)N3CCN(Cc4ccccc4)CC3)o2)cc1	-0.3	1055	-6%	0.63	1822	10%	i	2	i	-0.82	-0.11	-0.21	0.28	9	0	3.3	1.9	8.0
COc1ccc2c(CC(=O)OCC(=O)NC(=O)c3cccn3C)coc2c1	-1.9	963	0%	-0.9	1514	4%	i	17	i	0.7	-0.21	1.2	-0.036	-4	-9	2.5	1.1	5.8
O=C(Nc1ccc(OC(F)F)cc1)c1ccccn1	-0.4	1155	-16%	-0.29	1143	-13%	i	0	i	0.043	-0.22	-0.25	0.61	0	17	3.1	2.8	5.9
CCCc1cc(=O)[nH]c(SCC(=O)NC(=O)c2ccccc2)n1	-1.5	1161	-3%	0.09	1354	-2%	i	-11	i	-0.92	-0.2	-0.45	0.76	4	8	1.7	2.3	10
CN(C(=S)NC1=CCS(=O)(=O)C1)C1CCCCC1	4.6	1011	-15%	0.16	818	-1%	i	-7	i	-0.82	-0.1	-0.27	0.87	-32	-22	0.9	2.0	5.8
COc1cc(NC(=O)c2ccc(Cl)cc2)c(OC)cc1NC(=O)CN1CCOCC1	-2.5	1157	13%	-0.21	1049	9%	i	20	i	-0.4	-0.31	0.077	0.07	23	25	6.1	2.4	3.9
CCN(CC)c1ccc(/C=C/C(=O)c2ccc(Br)cc2)cc1	-1.3	1033	4%	/	/	14%	+	10.0*	i	-6.9	12	-1.6	1.2	21	-8	3.4	3.5	0.5
O=C(Nc1ccccc1F)c1ccc(Cn2cc(Br)cn2)cc1	7.3	784	10%	-0.72	1601	9%	i	20	i	0.29	-0.26	0.36	-0.095	11	-1	1.5	1.2	8.6
Cc1nc(N2CCCCC2)c2c(C)c(C(=O)Nc3cccc(C(F)(F)F)c3)sc2n1	1.0	1041	5%	-0.35	1106	7%	i	7	i	-0.21	-0.25	-0.28	-0.11	70*	8.8*	1.3	1.4	4.5
COc1ccc(CCNc2nc3ccccc3n3nnnc23)cc1OC	/	/	-5%	-0.7	1008	-6%	i	12	i	0.39	0.093	0.32	-0.37	-7	-10	7.7	2.2	7.7
COc1ccccc1N1CCN(Cc2nc(-c3ccc(F)cc3)oc2C)CC1	0.1	911	11%	-0.15	1414	14%	i	21	i	-0.12	-0.18	0.068	-0.23	28	3	2.4	2.5	0.2
CC1CN(C(=O)C2CC2)C(C)CN1C(=O)C1CC1 (stereo unspecified)	-0.4	879	-14%	/	/	5%	i	10	i	2.5	0.72	1.6	-1.5	1	-5	1.1	3.3	8.3
Nc1ccc(N2CCN(C(=O)c3ccco3)CC2)cc1	/	/	40%	/	/	21%	i	13	i	-1	-0.24	-1.3	0.6	-5	-9	2.9	1.4	4.1
Nc1ccc(C(=O)OCC(=O)Nc2ccc3c(c2)OCO3)cc1[N+](=O)[O-]	/	/	32%	-0.06	1154	21%	i	5	i	1.9	-0.08	1.9	-2.5	-2	-10	2.5	2.4	6.5

Profiles from above. Screens in order: b-catenin transl	b-catenin transl cell count 5 µM	PMI inhibition	Ins promoter up	Ins promoter up cell count	human PMI inhibition	Autophagy HCS	Autophagy HCS cell loss 18 h	Yfh1-off respiration	Dynein cargo inh	Dynein cargo inh cytoplasmic EGFP	Dynein cargo inh nuclear GR-EGFP	Dynein cargo inh cell count	WT yeast gro inh	WT yeast gro inh mutant strain	MT stabilizer	MT stabilizer Hoechst-high %	MT stabilizer cytotoxicity %
COc1ccc(CCNc2nc3ccccc3n3nnnc23)cc1OC is entered as /	/	-5%	-0.7	1008	-6%	i	12	i	0.39	0.093	0.32	-0.37	-7	-10	7.7	2.2	7.7
O=C(Nc1ccc(OC(F)F)cc1)c1ccccn1 is entered as -0.4	1155	-16%	-0.29	1143	-13%	i	0	i	0.043	-0.22	-0.25	0.61	0	17	3.1	2.8	5.9
